ARFGAP1 inh – inhibits rat ARF GTPase activating protein 1; inhibition, % at 16.5 µM; Arfgap1-stimulated ARF1 GTP hydrolysis, GDP FP detection; 360,000 tested, 0.26% active;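 active = inhibition above a per-plate limit, mean inhibition of low control wells plus 3 SD, cut at about 25% in these data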;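 also: 0% = DMSO wells with enzyme and 100% = wells lacking Arfgap1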
Target sequence (Q62848 1-136 limits assumed): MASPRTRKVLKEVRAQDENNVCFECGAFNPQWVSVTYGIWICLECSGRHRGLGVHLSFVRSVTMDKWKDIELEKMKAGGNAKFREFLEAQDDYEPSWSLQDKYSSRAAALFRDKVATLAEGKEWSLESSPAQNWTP
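Material: rat Arfgap1 GAP domain (His6, aa 1-136), purified enzyme. Also added: human ARF1(Δ1-17)-GTP substrate. Compound dosing: 16.5 µM single point, 1.26% DMSO. Timing: enzyme reaction 120 min at 25 °C after 20 min preincubation. Signal: GDP detection by fluorescence polarization. Read-out basis: percent inhibition of GAP-stimulated GDP formation, scaled between DMSO and no-Arfgap1 medians.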
HTRA1 inhibitor – HTRA1 (human) protease inhibition; Q92743; recombinant HTRA1, FP-rhodamine activity-based probe, fluorescence polarization; inhibition, % at 5.96 µM; 340,000 tested, 0.5% active; AID 504803; in the data active = inhibition above about 36%;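 also: 0% = enzyme with DMSO and 100% = wells lacking enzyme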
Target sequence (Q92743 whole entry, looked up): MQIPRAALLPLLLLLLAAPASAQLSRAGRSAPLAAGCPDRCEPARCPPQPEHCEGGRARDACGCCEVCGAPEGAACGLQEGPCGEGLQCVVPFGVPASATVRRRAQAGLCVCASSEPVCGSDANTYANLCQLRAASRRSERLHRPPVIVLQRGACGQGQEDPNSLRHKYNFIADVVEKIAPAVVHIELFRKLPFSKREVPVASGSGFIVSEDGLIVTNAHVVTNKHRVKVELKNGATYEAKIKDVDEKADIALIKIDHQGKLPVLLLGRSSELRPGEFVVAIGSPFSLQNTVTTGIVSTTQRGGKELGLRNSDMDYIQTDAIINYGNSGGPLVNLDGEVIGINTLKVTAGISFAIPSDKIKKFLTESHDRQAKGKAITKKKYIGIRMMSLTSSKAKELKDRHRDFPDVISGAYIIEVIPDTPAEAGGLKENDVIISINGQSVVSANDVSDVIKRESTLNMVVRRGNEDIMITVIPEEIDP
rCAG RNA binder – binds r(CAG) RNA repeats; r(CAG) RNA repeat, TO-PRO-1 dye displacement fluorescence; AID 651821; 370,000 tested, 1.3% active; inhibition, % at 3 µM;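 active = inhibition above the plate cutoff, the mean of all test compounds on that plate plus 3 SD, cut at about 35% in these data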;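 also: 0% = DMSO alone and 100% = 100 µM mitoxantrone as full dye displacement; higher means more dye released from RNA so lower well fluorescence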
NPR2 activator – GC-B (human) receptor activation; HEK293-GC-B cells, CNP EC30, cGMP TR-FRET; 0% at EC30 CNP, 100% saturating CNP; AID 1920062; 370,000 tested, 0.11% active; activation, % at 10 µM;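 active = activation at 10 µM reaching about 35% in either raw or pattern-adjusted values, limit read from the data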
ASAP1 inh – inhibitors of human ASAP1 ArfGAP activity; 360,000 tested, 0.19% active; ASAP1-stimulated ARF1 GTP hydrolysis, GDP FP detection; inhibition, % at 16.5 µM; in the data active = inhibition above about 25%;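 also: 0% = vehicle with enzyme and substrate and 100% = no enzyme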
SMARCA2 act – activators of SMARCA2 function | activation, % at 9.1 µM | MG213 cells, MMTV-luciferase reporter, dexamethasone, overnight | 370,000 tested, 1% active; in the data active = activation above about 7.8%;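 also: 0% = vehicle wells and 100% = reference activator wells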
GC-A act – GC-A (human) enzyme activation. activation, % at 10 µM. HEK293 GC-A cells, cGMP TR-FRET, EC30 ANP; 0% at EC30 ANP, 100% saturating ANP. P16066. 370,000 tested, 0.14% active; in the data active = activation above about 40%
mABHD4 FP – ABHD4 (mouse) inhibition, primary FP screen; purified mABHD4, FP-Rh probe fluorescence polarization; Q8VD66; 370,000 tested, 0.54% active; inhibition, % at 8.92 µM;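 active = inhibition exceeding the mean over every tested compound plus 3 SD, cut at about 30% in these data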;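 also: 0% = plate median of compound wells and 100% = S159A mutant with DMSO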
Target sequence (Q8VD66 whole entry, looked up): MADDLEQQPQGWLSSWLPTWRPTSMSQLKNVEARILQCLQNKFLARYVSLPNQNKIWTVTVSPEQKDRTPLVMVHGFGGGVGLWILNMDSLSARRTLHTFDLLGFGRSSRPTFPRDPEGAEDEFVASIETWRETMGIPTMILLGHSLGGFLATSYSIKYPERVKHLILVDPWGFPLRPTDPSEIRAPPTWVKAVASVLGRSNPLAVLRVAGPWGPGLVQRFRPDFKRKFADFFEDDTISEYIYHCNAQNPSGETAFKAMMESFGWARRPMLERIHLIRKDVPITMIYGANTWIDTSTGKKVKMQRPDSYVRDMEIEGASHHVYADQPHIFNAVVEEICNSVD
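system = mouse ABHD4 enzyme, wild type | medium = HEPES pH 7.0, NaCl, Pluronic buffer | also added = FP-Rh probe | incubation = Enzyme–compound pre-incubation 45 min, then probe 60 min, both 25 °C | technique = fluorescence polarization, excitation 525 nm, emission 598 nm, BODIPY TMR filters | controls = S159A mutant high control, sample median low control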
Rev-erbA mod – modulators of human Rev-erb alpha DNA binding; activity, % at 10 µM; AID 1259318; Rev-erbα–FITC-DNA binding, fluorescence polarization, 90 min; P20393; 370,000 tested, 0.79% active;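 active = activity above about 14%, limit read from the data; passing the limit was not always enough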;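 also: 0% = DMSO wells with 35 nM protein and 100% = DMSO wells with 750 nM protein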
PG9 Ab binder – PG9 antibody binding by small molecule; TR-FRET gp120-PG9 antibody binding; inhibition, % at 6.7 µM; 360,000 tested, 0.43% active; AID 624416; in the data active = inhibition above about 8.5%
Active calls of the source: *; & = joins results of further samples.

O=C(CN1CCN(S(=O)(=O)c2ccccc2C(F)(F)F)CC1)NCc1cccs1 was read as ARFGAP1 inh 6, HTRA1 inhibitor -3, rCAG RNA binder -3, NPR2 activator 4, ASAP1 inh -11, SMARCA2 act 1, GC-A act 0, mABHD4 FP 2, Rev-erbA mod 5 and PG9 Ab binder -2.3.
`CN(CC(=O)Nc1cccc(S(=O)(=O)N2CCCC2)c1)CC(=O)Nc1ccc(Cl)c(C(F)(F)F)c1` gave ARFGAP1 inh 8, HTRA1 inhibitor -48, rCAG RNA binder 9, NPR2 activator -1, ASAP1 inh 4, SMARCA2 act -4, GC-A act -6, mABHD4 FP -28, Rev-erbA mod 3 and PG9 Ab binder 0.6.
`Cc1ccc2c(c1)C(CCN)C(=O)N2Cc1ccccc1` (stereo unspecified) gave ARFGAP1 inh -10, HTRA1 inhibitor -9, rCAG RNA binder 11, NPR2 activator -11, ASAP1 inh -4, SMARCA2 act 1, GC-A act -10, mABHD4 FP 6, Rev-erbA mod -1 and PG9 Ab binder 0.7.
For Cc1nn(C)c(Oc2cccc(Cl)c2)c1C(=O)Nc1ccc(F)cc1F the results were ARFGAP1 inh -3, HTRA1 inhibitor -9, rCAG RNA binder -3, NPR2 activator -12, ASAP1 inh 21, SMARCA2 act 0, GC-A act -10, mABHD4 FP 1, Rev-erbA mod 3 and PG9 Ab binder 0.9.
Screening CCC(=O)N1CCc2cc(S(=O)(=O)NCCc3ccc(S(N)(=O)=O)cc3)ccc21 returned ARFGAP1 inh 0, HTRA1 inhibitor 4, rCAG RNA binder 2, NPR2 activator 0, ASAP1 inh 4, SMARCA2 act 2, GC-A act 2, mABHD4 FP 3, Rev-erbA mod 1 and PG9 Ab binder -0.3.
Screening Fc1ccc(N2CCN(/C=C/c3nnnn3-c3ccccc3)CC2)cc1 returned ARFGAP1 inh 2, HTRA1 inhibitor -5, rCAG RNA binder 6, NPR2 activator -3, ASAP1 inh -2, SMARCA2 act 0, GC-A act -6, mABHD4 FP 2, Rev-erbA mod 5 and PG9 Ab binder 0.7.
`COc1ccc(C2=NN(C(=O)COC(=O)c3ccc(S(C)(=O)=O)c([N+](=O)[O-])c3)C(c3ccco3)C2)cc1` (stereo unspecified) gave ARFGAP1 inh 9, HTRA1 inhibitor -22, rCAG RNA binder 25, NPR2 activator 10, ASAP1 inh 2, SMARCA2 act 2, GC-A act 18, mABHD4 FP 20, Rev-erbA mod 2 and PG9 Ab binder -0.2.
Cc1nc2sccn2c(=O)c1S(=O)(=O)NCC(C)c1ccccc1 (stereo unspecified) was read as ARFGAP1 inh -6, HTRA1 inhibitor -4, rCAG RNA binder 2, NPR2 activator 2, ASAP1 inh -11, SMARCA2 act -3, GC-A act 0, mABHD4 FP -2, Rev-erbA mod -1 and PG9 Ab binder 0.0.
Screening Cc1nnc(SCCn2c(N3CC(C)CC(C)C3)nc3c2c(=O)[nH]c(=O)n3C)s1 (stereo unspecified) returned ARFGAP1 inh 7, HTRA1 inhibitor 5, rCAG RNA binder -6, NPR2 activator -10, ASAP1 inh 7, SMARCA2 act 3, GC-A act -3, mABHD4 FP 7, Rev-erbA mod 5 and PG9 Ab binder -1.4.
For CC(=O)N1CCN(c2ccc(NC(=O)c3ccc(N4CCCC4)c([N+](=O)[O-])c3)cc2Cl)CC1 the results were ARFGAP1 inh -4, HTRA1 inhibitor 2, rCAG RNA binder 3, NPR2 activator 0, ASAP1 inh 3, SMARCA2 act -1, GC-A act 6, mABHD4 FP 0, Rev-erbA mod -4 and PG9 Ab binder -0.7.
C/C(N)=C(/C#N)C(=O)CSc1nc(C2CCCCC2)n(-c2ccccc2)n1 was read as ARFGAP1 inh -9&14, HTRA1 inhibitor -15&-6, rCAG RNA binder 0&-1, NPR2 activator -3&-5, ASAP1 inh 7&-2, SMARCA2 act -6&-4, GC-A act -1&-3, mABHD4 FP -13&-19, Rev-erbA mod 5&2 and PG9 Ab binder -2.3&2.5.
For Cc1cccc(NC(=O)COC(=O)c2c(-c3ccccc3)noc2C)c1 the results were ARFGAP1 inh -7, HTRA1 inhibitor -11, rCAG RNA binder 1, NPR2 activator 7, ASAP1 inh 0, SMARCA2 act -6, GC-A act 2, mABHD4 FP -11, Rev-erbA mod 3 and PG9 Ab binder 0.4.
O=C(Nc1ccc(F)cc1)Nc1ccc([N+](=O)[O-])cn1 was read as ARFGAP1 inh 2, HTRA1 inhibitor 3, rCAG RNA binder -2, NPR2 activator -3, ASAP1 inh -3, SMARCA2 act -5, GC-A act -1, mABHD4 FP 4, Rev-erbA mod 3 and PG9 Ab binder 0.5.
Screening C=CCOc1ccc(C2C(C#N)=C(N)N(N(C)C)C3=C2C(=O)CCC3)cc1 (stereo unspecified) returned ARFGAP1 inh 0, HTRA1 inhibitor 1, rCAG RNA binder 2, NPR2 activator 3, ASAP1 inh -6, SMARCA2 act -3, GC-A act 4, mABHD4 FP 6, Rev-erbA mod 6 and PG9 Ab binder -0.2.
COc1cccc(C(=O)Nc2cc(C)on2)c1OC was read as ARFGAP1 inh 0, HTRA1 inhibitor 3, rCAG RNA binder 3, NPR2 activator -4, ASAP1 inh -4, SMARCA2 act 3, GC-A act 4, mABHD4 FP -2, Rev-erbA mod 4 and PG9 Ab binder -1.0.
`COC(=O)Cc1ccc(NC(=S)N2CCCC(CO)C2)cc1` (stereo unspecified) gave ARFGAP1 inh -4, HTRA1 inhibitor -6, rCAG RNA binder -1, NPR2 activator 8, ASAP1 inh 18, SMARCA2 act 2, GC-A act 2, mABHD4 FP -4, Rev-erbA mod -2 and PG9 Ab binder -0.7.
`CC(C)c1nnc(NC(=O)CCC(=O)NC2CC2)s1` gave ARFGAP1 inh -4, HTRA1 inhibitor 2, rCAG RNA binder 0, NPR2 activator 3, ASAP1 inh -3, SMARCA2 act -1, GC-A act 1, mABHD4 FP -2, Rev-erbA mod 7 and PG9 Ab binder -0.5.
CCc1nc2ccc(C(=O)Nc3cc(-c4ccccc4)ccc3OC)cn2c1N(CC)CCN(C)C was read as ARFGAP1 inh 8, rCAG RNA binder 3, NPR2 activator -6, ASAP1 inh -9, SMARCA2 act 6, GC-A act -9, mABHD4 FP 20, Rev-erbA mod 1 and PG9 Ab binder 2.0.
COC(=O)c1ccc(/C=N/NC(=O)c2ccc3nc[nH]c3c2)cc1 was read as ARFGAP1 inh 9, HTRA1 inhibitor -6, rCAG RNA binder 2, NPR2 activator -4, ASAP1 inh 1, SMARCA2 act 0, GC-A act -1, mABHD4 FP 0, Rev-erbA mod 6 and PG9 Ab binder -1.6.
For O=C(O)CC(NC(=O)OCc1ccccc1)c1ccccc1 (stereo unspecified) the results were ARFGAP1 inh -12, HTRA1 inhibitor -6, rCAG RNA binder 2, NPR2 activator -3, ASAP1 inh 12, SMARCA2 act -1, GC-A act -3, mABHD4 FP 1, Rev-erbA mod 2 and PG9 Ab binder 0.9.
O=C(O)c1cc(S(=O)(=O)Nc2cccc(Oc3ccccc3)c2)ccc1Br was read as ARFGAP1 inh -5, HTRA1 inhibitor -8, rCAG RNA binder 9, NPR2 activator 4, ASAP1 inh 5, SMARCA2 act 0, GC-A act -5, mABHD4 FP -11, Rev-erbA mod -3 and PG9 Ab binder -0.5.
O=C(C[n+]1ccccc1)N/N=C/c1cc(Br)ccc1O was read as ARFGAP1 inh 8, HTRA1 inhibitor -6, rCAG RNA binder -1, NPR2 activator 2, ASAP1 inh -1, SMARCA2 act -3, GC-A act 3, mABHD4 FP 3, Rev-erbA mod 1 and PG9 Ab binder -1.6.
CN1C(C(=O)Nc2cccc(O)c2)=CC(c2ccco2)=NS1(=O)=O was read as ARFGAP1 inh -7, HTRA1 inhibitor -1, rCAG RNA binder 5, NPR2 activator 2, ASAP1 inh -7, SMARCA2 act -1, GC-A act -2, mABHD4 FP 3, Rev-erbA mod 5 and PG9 Ab binder 0.3.
CCOP(=O)(OCC)C(NC(=O)c1cccs1)c1ccccc1 (stereo unspecified) was read as ARFGAP1 inh -8, HTRA1 inhibitor -7, rCAG RNA binder -2, NPR2 activator -8, ASAP1 inh -2, SMARCA2 act 5, GC-A act -1, mABHD4 FP -2, Rev-erbA mod 5 and PG9 Ab binder -1.2.
For CCN(CC)c1ccc(-c2n[nH]c(=S)n2-c2ccccc2)cc1 the results were ARFGAP1 inh 0, HTRA1 inhibitor 5, rCAG RNA binder 5, NPR2 activator -5, ASAP1 inh 7, SMARCA2 act 0, GC-A act -3, mABHD4 FP 7, Rev-erbA mod 5 and PG9 Ab binder -0.8.
For CN1C(=O)N(CC(=O)N2CCN(S(=O)(=O)c3ccc(Cl)s3)CC2)C(=O)C12CCCCC2 the results were ARFGAP1 inh -3, HTRA1 inhibitor 2, rCAG RNA binder -1, NPR2 activator 1, ASAP1 inh 1, SMARCA2 act -3, GC-A act -2, mABHD4 FP 0, Rev-erbA mod 2 and PG9 Ab binder -0.6.
CCOc1ccc(S(=O)(=O)Nc2cccc(C)c2)c2cccnc12 was read as ARFGAP1 inh 10, HTRA1 inhibitor -6, rCAG RNA binder 5, NPR2 activator -3, ASAP1 inh -5, SMARCA2 act -1, GC-A act -4, mABHD4 FP -6, Rev-erbA mod 1 and PG9 Ab binder 0.7.
Cc1c(Cl)cccc1N1C(=O)c2ccccc2C1=O was read as ARFGAP1 inh -12, HTRA1 inhibitor -5, rCAG RNA binder -2, NPR2 activator 4, ASAP1 inh 16, SMARCA2 act -2, GC-A act 3, mABHD4 FP 3, Rev-erbA mod -2 and PG9 Ab binder -0.6.
C#Cc1ccc(C(=O)NCc2ccc(N3CCCC3=O)cc2)cc1 was read as ARFGAP1 inh -2, HTRA1 inhibitor -9, rCAG RNA binder 6, NPR2 activator 0, ASAP1 inh 6, SMARCA2 act -5, GC-A act -2, mABHD4 FP -4, Rev-erbA mod -28 and PG9 Ab binder 0.3.
For Cc1cc(F)ccc1NCC(=O)Nc1ccc(Br)cc1C the results were ARFGAP1 inh 8, HTRA1 inhibitor -17, rCAG RNA binder -2, NPR2 activator 1, ASAP1 inh 7, SMARCA2 act -2, GC-A act 4, mABHD4 FP -11, Rev-erbA mod 3 and PG9 Ab binder -0.2.
COc1cc(OC)c2c(-c3cccc(-c4sccc4C(C)=O)c3)cc(=O)oc2c1 was read as ARFGAP1 inh 4, HTRA1 inhibitor -40, rCAG RNA binder 4, NPR2 activator 0, ASAP1 inh 4, SMARCA2 act -1, GC-A act 0, mABHD4 FP -2, Rev-erbA mod 3 and PG9 Ab binder -2.5.
O=C(NCC(c1cccs1)N1CCOCC1)c1cccc([N+](=O)[O-])c1 (stereo unspecified) was read as ARFGAP1 inh -4, HTRA1 inhibitor 5, rCAG RNA binder -1, NPR2 activator -1, ASAP1 inh 9, SMARCA2 act -3, GC-A act 2, mABHD4 FP -10, Rev-erbA mod -3 and PG9 Ab binder 0.8.

Assay outcomes as filed in PubChem BioAssay.
